Dynein cargo inh = inhibitors of GR-EGFP nuclear translocation, primary screen, dynein cargo transport inhibitor project, imaging, high-content, 3617.4 mouse cells; 220,000 tested, 0.47% active; z-score, hits read low; test concentration mostly 20 µM; stimulated with dexamethasone, 1 µM; active compounds read low;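 active means plate z-score of nuclear minus cytoplasmic receptor signal below a set negative limit, without overly bright fluorescence or cell loss, cut at about -3.5 in these data, passing the limit was not always enough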;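 further: z-score of nuclear minus cytoplasmic ring GR-EGFP intensity difference per well; some compounds called inactive have numbers as strong as hits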
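Buffer or medium: tetracycline-free induction medium containing charcoal-stripped FBS / Reagent: dexamethasone agonist, 1.0 µM final, for 30 min / Technique: automated 10x imaging of fixed Hoechst-stained cells / Times: induction 48 h, compound 1 h, agonist 30 min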
HEK293 NOD2/NF-kB = NOD2 signaling inhibitors, cell-based, luminescence, uHTS, HEK293 (AID 1566) | HEK293 NOD2/NF-kB luciferase reporter, luminescence; higher % means a stronger effect | one-dose inhibition, % at 4 µM; EC50 in µM for titrated hits | 290,000 tested, 0.63% active; in the data active means inhibition above about 50%; further: many of its hits are not listed in these tables
Yfh1-depleted yeast = enhancers of respiration in Yfh1-depleted yeast, dose response, Friedreich's ataxia, plus single-dose screen (AID 1465) | one-dose fold induction at 50 µM; EC50 in µM for titrated hits | S. cerevisiae Yfh1-off respiration, WST-1 reduction, 72 h; higher fold induction means a stronger effect | 220,000 tested, 0.074% active;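 active means fold induction of absorbance versus untreated yeast above a set limit, then at least 30% activation at any dose in follow-up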;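 further: activators that raise dye reduction in frataxin-depleted yeast; strong numbers were not always called active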
bCat nuc transl = modulators of beta-catenin nuclear translocation, primary screen, imaging, HeLa cells, immunofluorescence, high-content; 190,000 tested, 0.3% active; nuclear translocation activity, % at 5 µM; AID 1665, 2009;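 active means nuclear translocation activity above 50% at 5 µM, with a well cell count of 50 or more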;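 further: per-cell ratio of nuclear to cytoplasmic median beta-catenin stain intensity; plate controls were DMSO negative control for no effect and GSK-3 inhibitor IX positive control for full effect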
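Signal – beta-catenin immunofluorescence imaging with DAPI · Test system – human HeLa cell line · Dosing – 5 µM primary single dose, 0.1% DMSO, 0.02–20 µM confirmation series · Measure – % activation, nuclear-to-cytoplasmic median beta-catenin signal ratio per cell · Incubation – 24 h compound exposure at 37°C, 5% CO2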
MT stabilize HCS = microtubule stabilizers in HeLa cells, primary screen, imaging, high-content imaging; HeLa tubulin immunostaining HCS, 24 h; share of cells brighter than vehicle mean+2SD; % tubulin-high responders, % at 10 µM; 200,000 tested, 0.83% active; AID 2205, 2009;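 active means plate Z-score above 3 for both tubulin-high and condensed-nucleus cell shares, with cell loss under 80%, at 10 µM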;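 further: anti alpha tubulin signal scored within the nucleus-defined area of each cell; some results filed as inactive read as strong as hits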
M17LAP inhibition = P. falciparum M17LAP inhibitors, primary screen, biochemical, fluorogenic H-Leu-NHMec substrate, 1536-well (AID 1619). recombinant M17LAP, H-Leu-NHMec fluorogenic kinetic assay; higher % means a stronger effect. inhibition, % at 30 µM, or IC50 in µM where a hit was titrated. 220,000 tested, 0.38% active;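 active means compound inhibiting the enzyme by more than half at any dose during confirmatory dose-response retesting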;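 further: plate controls were full reaction with DMSO carrier for no effect and no enzyme background for full effect; strong numbers were not always called active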
Autophagy mod = autophagy modulators in MEF cells, primary screen, imaging, high-content, MEF GFP-LC3 | MEF GFP-LC3 puncta imaging; test concentration mostly 10 µM | calls only at 10 µM (by protocol) | 190,000 tested, 0.98% active;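 active means percentage of spot-positive cells more than 3 SD above its plate mean, without a fluorescence outlier flag or 80% toxicity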;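 further: spot-positive cell cutoff set from DMSO-treated cells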
NOD1 inhibition = NOD1 signaling inhibitors, primary screen, cell-based, luminescence, uHTS (AID 1578). 290,000 tested, 1% active. inhibition, % at 4 µM, or EC50 in µM where a hit was titrated. NOD1-driven NF-kB luciferase reporter cells, luminescence; higher % means a stronger effect; in the data active means inhibition mostly above about 36%, no sharp cut-off; inactive means mostly below about 34%;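 further: HEK-293T reporter cells stimulated with the NOD1 agonist gamma-tri-DAP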
Ins promoter up = insulin promoter activators in MIN6 cells, imaging, high-content screening, mouse beta cells. MIN6 insulin promoter-GFP reporter; active compounds read high. z-score at 5 µM. 190,000 tested, 0.3% active. AID 1625, 2009;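 active means z-score above 3 at 5 µM with at least 500 cells counted in the well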
Dynein cargo inh cytoplasmic EGFP = recorded beside Dynein cargo inh, whose call it bears; z-score; measured here: cytoplasmic GR-EGFP intensity; active compounds read high
Dynein cargo inh nuclear GR-EGFP = also measured in Dynein cargo inh; calls as there; z-score; measured here: nuclear GR-EGFP intensity;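 lower value marks the stronger effect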
Dynein cargo inh cell count = further read-out of Dynein cargo inh, marked with its call; z-score; measured here: cell count per field
Ins promoter up cell count = recorded beside Ins promoter up, whose call it bears; cell count; measured here: cytotoxicity, nuclei count;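 total cells summed across four imaged fields per well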
bCat nuc transl cell count 5 µM = second read-out of bCat nuc transl, no call of its own (marks repeat the call); cell count; measured here: cell count, cytotoxicity flag
MT stabilize HCS Hoechst-high % = also measured in MT stabilize HCS; calls as there; % Hoechst-high responders; measured here: nuclear condensation Hoechst responders;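 share of cells brighter than vehicle mean plus two SD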
MT stabilize HCS cytotoxicity % = also measured in MT stabilize HCS; calls as there; toxicity, %; measured here: cytotoxicity by cell density;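 0% = mean cell density of plate MIN control wells and 100% = no cells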
Autophagy mod cell loss 18 h = also measured in Autophagy mod; calls as there; toxicity, %; measured here: cell loss, nuclei count;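 cell loss after 18 h compound exposure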
Numbers without * were called inactive; i = inactive; nt = not tested or not shown; + = active, no number. This is a subset, so the mix of outcomes need not match the whole.

SMILES	Dynein cargo inh	Dynein cargo inh cytoplasmic EGFP	Dynein cargo inh nuclear GR-EGFP	Dynein cargo inh cell count	HEK293 NOD2/NF-kB	Yfh1-depleted yeast	bCat nuc transl	bCat nuc transl cell count 5 µM	MT stabilize HCS	MT stabilize HCS Hoechst-high %	MT stabilize HCS cytotoxicity %	M17LAP inhibition	Autophagy mod	Autophagy mod cell loss 18 h	NOD1 inhibition	Ins promoter up	Ins promoter up cell count
CC(OC(=O)c1oc2ccccc2c1CSC1CCCCC1)C(=O)NC(N)=O (stereo not given)	-0.48	-0.31	-0.31	0.22	12%	i	-0.8	1156	2.4	3.1	3.1	16%	i	-7	2%	nt	nt
COCCCNC(=O)C1CCCCN1S(=O)(=O)c1ccc(F)cc1 (stereo not given)	-0.52	-0.16	0.071	0.42	2%	i	-1.9	758	2.2	2.3	11	14%	i	10	-16%	0.2	1457
Cc1onc(-c2c(F)cccc2Cl)c1C(=O)NC(=S)NCc1cccnc1	-0.36	-0.3	-0.6	0.97	6%	i	0.6	1028	3.6	4.0	7.9	-7%	i	-1	-22%	-0.03	1340
CC(c1ccccc1)C1OCC(C[N+]2(C)CCCCC2)O1 (stereo not given)	0.31	-0.27	-0.14	0.79	10%	i	nt	nt	2.1	2.9	7.9	4%	i	-2	-12%	0.01	1185
O=C(CN1CCN(CC(=O)Nc2ccc3c(c2)OCO3)CC1)Nc1ccc(F)cc1	0.017	-0.068	0.72	-1.1	-12%	i	0.2	926	3.6	2.0	2.8	-5%	i	-6	-13%	-0.64	1182
CN1c2ccccc2C(O)=C(C(=O)Nc2ccccc2)S1(=O)=O	0.6	-0.22	-0.3	0.059	8%	i	nt	nt	1.4	1.4	2.9	5%	i	2	7%	nt	nt
O=C(Nc1ccccc1)N1CCC(c2nc(-c3ccc(S(=O)(=O)N4CCOCC4)cc3)no2)CC1	0.65	-0.29	0.37	-0.73	-10%	i	-2.4	902	26*	49*	51*	3%	i	-8	24%	-0.73	1173
Cc1cc(C)c(NC(=O)Cn2nc(-c3ccccc3)nc2-c2ccccc2)c(C)c1	-1.1	-0.31	-0.87	1.2	1%	i	-0.4	946	4.3	2.6	7.5	12%	i	1	-16%	-0.04	1222
CCOc1ccc(-c2nc(N)ncc2-c2ccc(OC)cc2)c(O)c1	-0.14	-0.28	0.53	0.71	12%	i	-2.5	566	2.6	1.4	5.8	12%	i	-9	7%	-0.1	1387
Cc1ccc(C2CC(C(F)(F)F)n3nc(C(=O)NCCN4CCOCC4)cc3N2)cc1 (stereo not given)	-0.35	-0.042	-0.14	0.35	-2%	i	2.4	1425	2.1	1.5	9.2	0%	i	13	6%	-0.39	1593
CCN(CC)S(=O)(=O)c1ccc(N2CCOCC2)c(NC(=O)c2cc([N+](=O)[O-])ccc2Cl)c1	-0.42	-0.26	0.21	0.35	nt	i	-1.2	1071	2.8	2.4	4.9	3%	i	-3	nt	-0.81	1285
COc1ccc(OCc2nnc(NC(=O)Nc3ccc(F)cc3)s2)cc1	0.62	-0.35	-0.37	0.84	23%	i	0.9	1492	2.0	1.7	7.9	-8%	i	-5	22%	-0.14	1445
COC(=O)/C=C(\C)NC(=O)c1ccc(F)cc1	0.98	-0.023	0.37	0.53	11%	i	0.9	1071	3.8	4.0	14	11%	i	-39	2%	1.3	742
CCc1cc2ccccc2nc1SCC(=O)N1CCN(C(=O)c2ccco2)CC1	-0.14	-0.16	0.17	-0.14	8%	i	-8.4	963	2.4	1.2	4.4	7%	i	5	-16%	-0.83	1413
CCCn1nc2cc(C(=O)NCc3ccc(C)cc3)ccc2c1OC	-0.091	-0.2	0.49	-0.12	24%	i	0.1	1377	2.3	1.6	5.4	-20%	i	11	6%	-0.26	1617
CCN(CC)S(=O)(=O)c1ccc(C(=O)OCCN2C(=O)CCC2=O)cc1	-0.72	-0.22	-0.27	0.38	6%	i	nt	nt	2.5	5.0	5.1	3%	i	5	-7%	0.84	914
COc1cccc2c1c(NC(=O)Nc1ccc(F)cc1F)nn2C	-0.052	-0.29	-0.081	0.12	-13%	i	0.4	979	nt	nt	nt	10%	nt	nt	8%	-0.08	1347
O=C(c1ccco1)N1CCN(c2ccc(Cl)c(Cl)c2)CC1	0.49	-0.28	0.48	-0.011	nt	i	nt	nt	2.0	1.8	3.9	nt	i	7	nt	nt	nt
Cc1csc(NC(=O)Cc2nn(C)c(=O)c3ccccc23)n1	-0.5	-0.15	0.039	0.67	27%	i	-6.6	1203	1.5	0.9	8.5	3%	i	4	17%	nt	nt
COc1ccc(CCC(=O)Nc2ccc(-c3noc(-c4ccc(OC)c(OC)c4)n3)cc2)cc1	-0.32	-0.053	-0.088	0.94	7%	i	nt	nt	3.2	2.0	3.1	-15%	+	-4.2*	-27%	-0.46	1320

3 entries from above, sorted by their value in Dynein cargo inh cell count, rising.
structure	Dynein cargo inh	Dynein cargo inh cytoplasmic EGFP	Dynein cargo inh nuclear GR-EGFP	Dynein cargo inh cell count	HEK293 NOD2/NF-kB	MT stabilize HCS Hoechst-high %	M17LAP inhibition	NOD1 inhibition
CN1c2ccccc2C(O)=C(C(=O)Nc2ccccc2)S1(=O)=O	0.6	-0.22	-0.3	0.059	8%	1.4	5%	7%
Cc1ccc(C2CC(C(F)(F)F)n3nc(C(=O)NCCN4CCOCC4)cc3N2)cc1 (stereo not given)	-0.35	-0.042	-0.14	0.35	-2%	1.5	0%	6%
COc1ccc(OCc2nnc(NC(=O)Nc3ccc(F)cc3)s2)cc1	0.62	-0.35	-0.37	0.84	23%	1.7	-8%	22%

The list goes on:
SMILES	Dynein cargo inh	Dynein cargo inh cytoplasmic EGFP	Dynein cargo inh nuclear GR-EGFP	Dynein cargo inh cell count	HEK293 NOD2/NF-kB	Yfh1-depleted yeast	bCat nuc transl	bCat nuc transl cell count 5 µM	MT stabilize HCS	MT stabilize HCS Hoechst-high %	MT stabilize HCS cytotoxicity %	M17LAP inhibition	Autophagy mod	Autophagy mod cell loss 18 h	NOD1 inhibition	Ins promoter up	Ins promoter up cell count
S=C(NCc1ccco1)NCC(c1ccco1)N1CCCCC1 (stereo not given)	-0.65	-0.2	-0.19	-0.027	2%	i	-0.7	1094	4.3	1.3	8.5	1%	i	25	5%	0.46	993
C=CCN(c1ccc(C(N)=O)cc1)S(C)(=O)=O	-0.44	-0.25	-0.21	1.7	-2%	i	0.1	1195	3.3	2.0	7.5	2%	i	-7	-9%	-0.45	1232
CC(=O)c1c(C)nc(Nc2nc3ccccc3s2)nc1C	-0.1	-0.27	-0.32	0.084	-171%	i	-0.1	1275	nt	nt	nt	-2%	nt	nt	-9%	-0.88	1059
Cc1cc(=O)n2ncnc2n1COCCO	0.17	-0.16	0.064	-0.24	20%	i	1.9	1057	1.3	1.7	9.2	-5%	i	9	16%	0.85	1004
C[n+]1c(/C=C/c2ccc3c(c2)OCO3)ccc2ccccc21	-0.51	-0.3	0.46	1.1	8%	i	3.8	474	5.3	2.9	1.7	0%	i	27	-24%	nt	nt
CCc1nc2cc(CC(=O)O)ccc2o1	-0.31	-0.21	-0.34	-0.41	13%	i	nt	nt	2.3	1.7	7.7	0%	i	39	-11%	nt	nt
Cc1c(Nc2nc3ccccc3nc2NS(=O)(=O)c2cccs2)c(=O)n(-c2ccccc2)n1C	0.94	-0.002	0.68	0.075	22%	i	2.5	954	2.4	1.3	10	35%	i	18	1%	nt	nt

By substructure: the entries above containing fluorine (seven)
SMILES	Dynein cargo inh	Dynein cargo inh cytoplasmic EGFP	Dynein cargo inh nuclear GR-EGFP	Dynein cargo inh cell count	HEK293 NOD2/NF-kB	Yfh1-depleted yeast	bCat nuc transl	bCat nuc transl cell count 5 µM	MT stabilize HCS	MT stabilize HCS Hoechst-high %	MT stabilize HCS cytotoxicity %	M17LAP inhibition	Autophagy mod	Autophagy mod cell loss 18 h	NOD1 inhibition	Ins promoter up	Ins promoter up cell count
COCCCNC(=O)C1CCCCN1S(=O)(=O)c1ccc(F)cc1 (stereo not given)	-0.52	-0.16	0.071	0.42	2%	i	-1.9	758	2.2	2.3	11	14%	i	10	-16%	0.2	1457
Cc1onc(-c2c(F)cccc2Cl)c1C(=O)NC(=S)NCc1cccnc1	-0.36	-0.3	-0.6	0.97	6%	i	0.6	1028	3.6	4.0	7.9	-7%	i	-1	-22%	-0.03	1340
O=C(CN1CCN(CC(=O)Nc2ccc3c(c2)OCO3)CC1)Nc1ccc(F)cc1	0.017	-0.068	0.72	-1.1	-12%	i	0.2	926	3.6	2.0	2.8	-5%	i	-6	-13%	-0.64	1182
Cc1ccc(C2CC(C(F)(F)F)n3nc(C(=O)NCCN4CCOCC4)cc3N2)cc1 (stereo not given)	-0.35	-0.042	-0.14	0.35	-2%	i	2.4	1425	2.1	1.5	9.2	0%	i	13	6%	-0.39	1593
COc1ccc(OCc2nnc(NC(=O)Nc3ccc(F)cc3)s2)cc1	0.62	-0.35	-0.37	0.84	23%	i	0.9	1492	2.0	1.7	7.9	-8%	i	-5	22%	-0.14	1445
COC(=O)/C=C(\C)NC(=O)c1ccc(F)cc1	0.98	-0.023	0.37	0.53	11%	i	0.9	1071	3.8	4.0	14	11%	i	-39	2%	1.3	742
COc1cccc2c1c(NC(=O)Nc1ccc(F)cc1F)nn2C	-0.052	-0.29	-0.081	0.12	-13%	i	0.4	979	nt	nt	nt	10%	nt	nt	8%	-0.08	1347
